Screening data deposited in PubChem by The Scripps Research Institute Molecular Screening Center.
PG9 Ab binder: binds the HIV-1 gp120 antibody PG9. inhibition, % at 6.7 µM. TR-FRET gp120-PG9 antibody binding. 360,000 compounds, 0.43% hits. AID 624416; in the data active = inhibition above about 8.5%
Tn7 DDE FP: disrupts Tn7 cyclic peptide binding to fibrin D-Dimer-E complex | P02675 | FP displacement of FITC-Tn7 peptide from fibrin DD(E); 0% = median of compound wells per plate | inhibition, % at 8.3 µM | 370,000 compounds, 0.13% hits | AID 720508;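 active = inhibition above the mean of compounds falling within the control limits plus 3 SD of them, cut at about 14% in these data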;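 note: 0% = plate median of compound wells and 100% = 10 µM Aha-Tn7 peptide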
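Assay system: human fibrin DD(E). Input: DD(E) 2 µM final. Medium: Tris buffer with calcium and detergent, pH 7.8. Compound dosing: single point at 8.3 µM. Timing: 10 min plus 3 h, room temperature. Technique: fluorescence polarization of the labelled Tn7 tracer. Read-out: percent inhibition. Replicates: singlicate testing.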
UHRF1 MBD2 ctr: blocks human UHRF1 binding to methylated DNA. AID 687016. UHRF1 binding to methylated oligo, TR-FRET. 370,000 compounds, 0.75% hits. inhibition, % at 4.4 µM. Q96T88; in the data active = inhibition above about 21%;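 note: UHRF1 SRA domain binding a hemimethylated CpG hairpin DNA probe; 0% = median of test compound wells and 100% = reference inhibitor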
Target sequence (Q96T88 whole entry, looked up, the tested form may be a part): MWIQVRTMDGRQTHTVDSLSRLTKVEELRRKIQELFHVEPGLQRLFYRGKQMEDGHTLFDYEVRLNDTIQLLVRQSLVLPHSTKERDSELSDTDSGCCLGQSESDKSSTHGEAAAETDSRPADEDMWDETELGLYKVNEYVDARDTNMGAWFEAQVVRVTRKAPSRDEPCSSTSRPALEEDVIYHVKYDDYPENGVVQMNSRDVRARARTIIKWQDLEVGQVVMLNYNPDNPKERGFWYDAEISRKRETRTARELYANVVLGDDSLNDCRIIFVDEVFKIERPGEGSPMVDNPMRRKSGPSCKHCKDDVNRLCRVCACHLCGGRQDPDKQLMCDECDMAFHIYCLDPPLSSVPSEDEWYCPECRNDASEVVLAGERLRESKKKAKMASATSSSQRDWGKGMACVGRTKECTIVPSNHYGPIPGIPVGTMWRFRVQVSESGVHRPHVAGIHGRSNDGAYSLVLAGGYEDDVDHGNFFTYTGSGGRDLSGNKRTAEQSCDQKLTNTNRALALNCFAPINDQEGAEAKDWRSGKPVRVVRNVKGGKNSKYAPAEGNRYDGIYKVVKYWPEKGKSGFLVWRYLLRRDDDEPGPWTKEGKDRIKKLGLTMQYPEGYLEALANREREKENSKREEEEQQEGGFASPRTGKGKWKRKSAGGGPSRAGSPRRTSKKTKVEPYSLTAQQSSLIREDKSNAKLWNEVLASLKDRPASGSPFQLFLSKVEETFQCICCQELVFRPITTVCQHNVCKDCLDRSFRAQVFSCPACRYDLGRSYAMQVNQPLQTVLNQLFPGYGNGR
SIAE inh: human SIAE inhibition, primary screen. Q9HAT2. SIAE FP-Rh probe binding, fluorescence polarization. inhibition, % at 9.66 µM. 370,000 compounds, 0.69% hits. AID 1053197;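 active = inhibition above a cutoff: mean of compounds within the control limits plus 3 SD of those, cut at about 17% in these data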;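 note: 0% = plate median of compound wells and 100% = probe without SIAE protein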
TDP2 inh: blocks human TDP2 phosphodiesterase activity. recombinant TDP2, T5PNP hydrolysis, p-nitrophenol absorbance 415 nm. inhibition, % at 12.8 µM. 370,000 compounds, 0.34% hits;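 active = inhibition above the mean of all tested compounds plus 3 SD, set per campaign, cut at about 25% in these data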;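 note: 0% = DMSO with enzyme and 100% = buffer with substrate but no TDP2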
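Evaluation: % inhibition relative to enzyme-containing and enzyme-free wells. Material: recombinant human TDP2. Benchmarks: enzyme-free and DMSO wells. Timing: enzyme reaction with compound for 2 h at 37 °C. Compound dosing: 12.8 µM only. Measured by: p-Nitrophenol epi absorbance. Reagent: T5PNP substrate at 5 mM, a TopII-DNA adduct mimic. Replication: single well per compound.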
HTRA1 inhibitor: HTRA1 (human) protease inhibition; recombinant HTRA1, FP-rhodamine activity-based probe, fluorescence polarization; inhibition, % at 5.96 µM; 340,000 compounds, 0.5% hits; in the data active = inhibition above about 36%;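 note: 0% = enzyme with DMSO and 100% = wells lacking enzyme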
TCR-CD3 inh: human TCR-CD3 binding inhibition. 360,000 compounds, 0.37% hits. TAMRA-labeled TCR probe fluorescence, biochemical. inhibition, % at 9.4 µM; in the data active = inhibition above about 19%;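 note: recombinant mutant TCR 2C K166C tagged with TAMRA read by polarization; 0% = receptor in buffer alone and 100% = receptor with positive control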
LEDGF integ inh: blocks HIV-1 LEDGF/p75-dependent DNA integration. TR-FRET IN-LEDGF/p75 DNA integration, Eu/Cy5. inhibition, % at 3.7 µM. 370,000 compounds, 0.64% hits. AID 743269;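 active = inhibition above the screen-wide mean plus 3 SD, cut at about 13% in these data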;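 note: signal is the Cy5 over europium emission ratio at 671 and 618 nm; 0% = plate median of compound wells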
ABHD4 inh: inhibits mouse alpha/beta hydrolase domain 4 | Q8VD66 | purified mABHD4, FP-Rh probe fluorescence polarization | inhibition, % at 8.92 µM | 370,000 compounds, 0.54% hits | AID 720543;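 active = inhibition exceeding the mean over every tested compound plus 3 SD, cut at about 30% in these data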;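 note: 0% = plate median of compound wells and 100% = S159A mutant with DMSO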
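Test system: mouse ABHD4 enzyme, wild type. Reagent: FP-Rh fluorescent activity-based probe, added after compound pre-incubation. Timing: pre-incubation 45 min, probe exposure 60 min, at 25 °C. Technique: FP readout, ex 525 nm / em 598 nm. Benchmarks: high control S159A mutant with DMSO, low control median of compound wells.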
PRMT1 inh: inhibitors of human PRMT1 | Q99873 | recombinant PRMT1, activity-based probe fluorescence polarization | inhibition, % at 2.79 µM | 370,000 compounds, 1.3% hits | AID 652257;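 active = inhibition above about 21% made by adding two undisclosed values, limit read from the data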
* hit, by the source's call; / = not tested or not shown.

smiles	PG9 Ab binder	Tn7 DDE FP	UHRF1 MBD2 ctr	SIAE inh	TDP2 inh	HTRA1 inhibitor	TCR-CD3 inh	LEDGF integ inh	ABHD4 inh	PRMT1 inh
CC(C)N1CCN(Cc2nc(-c3ccccc3)cs2)CC1CCO (stereo not given)	2.5	0	1	0	10	1	7	-2	2	-5
O=C(C1CCN(CC2CC=CCC2)CC1)N(CCc1ccccc1)Cc1ccccc1 (stereo not given)	-0.7	0	-1	-5	9	2	2	2	4	2
Nc1nnc(SCC(=O)NC2CCCCCC2)s1	-1.9	0	-3	0	1	2	-2	2	-6	-7
NC(=O)C1CCN(CC(=O)Nc2ccc(S(=O)(=O)N3CCOCC3)cc2)CC1	-0.4	2	0	-5	11	0	-4	-2	3	1
O=C(Nc1ccccc1Cl)c1cc(C2CCCCN2C(=O)CCCc2ccccc2)on1 (stereo not given)	-0.8	4	1	-7	2	/	2	0	-15	-2
COc1ccc(C(=O)O)cc1S(=O)(=O)Nc1ccccc1C(=O)NCc1ccc2c(c1)OCO2	2.8	0	5	2	4	7	-1	3	25	2
COc1ccccc1N1CCN(Cc2cc(=O)c(OCC(=O)NC3CCCC3)co2)CC1	0.2	-1	0	6	8	9	14	3	1	0
COCC(C)NC(=O)CSc1nc2cc(S(=O)(=O)N3CCCCC3)ccc2o1 (stereo not given)	2.1	-1	2	3	-5	7	-6	-4	1	2

Brought forward from above: four compounds; new compounds follow.
smiles	PG9 Ab binder	Tn7 DDE FP	UHRF1 MBD2 ctr	SIAE inh	TDP2 inh	HTRA1 inhibitor	TCR-CD3 inh	LEDGF integ inh	ABHD4 inh	PRMT1 inh
O=C(Nc1ccccc1Cl)c1cc(C2CCCCN2C(=O)CCCc2ccccc2)on1 (stereo not given)	-0.8	4	1	-7	2	/	2	0	-15	-2
COc1ccc(C(=O)O)cc1S(=O)(=O)Nc1ccccc1C(=O)NCc1ccc2c(c1)OCO2	2.8	0	5	2	4	7	-1	3	25	2
COc1ccccc1N1CCN(Cc2cc(=O)c(OCC(=O)NC3CCCC3)co2)CC1	0.2	-1	0	6	8	9	14	3	1	0
COCC(C)NC(=O)CSc1nc2cc(S(=O)(=O)N3CCCCC3)ccc2o1 (stereo not given)	2.1	-1	2	3	-5	7	-6	-4	1	2
O=C(O)CCCNC(=O)/C=C/c1ccco1	-1.3	-1	58*	-4	0	1	-1	38*	-2	9
CN1CCN(c2nnc(-c3ccccc3)c(-c3ccccc3)n2)CC1	0.7	4	-2	-8	6	/	-4	0	2	-2
CC(NCc1ccc([N+](=O)[O-])cc1)C1COc2ccccc2O1 (stereo not given)	-3.2	9	-2	-6	-6	1	-2	2	9	-2
Cc1ccc(C2=NN(C(=O)CCCC(=O)O)C(c3ccco3)C2)cc1 (stereo not given)	-0.5	-6	-2	0	-1	-12	-3	1	-3	3
Cc1ccccc1-c1nc2cc(Cl)ccc2o1	1.0	2	0	6	13	-2	5	3	-3	-3
CC(=O)Nc1ccc(N2C(=O)C3C4CC(=O)C(c5ccccc54)C3C2=O)cc1 (stereo not given)	0.2	-2	3	-5	4	4	-1	-2	-5	-2
Cc1nn(C(=O)c2cccs2)c(C)c1CN1C(=O)c2ccccc2C1=O	0.2	-1	0	-4	-16	3	4	-1	7	-1
O=C(N/N=C/c1ccc(Br)o1)c1cccnc1	1.4	0	-3	2	-5	5	3	0	-9	-2
CN1CCC(C)(C(=O)Nc2cccc(Oc3ccccc3)c2)C1 (stereo not given)	0.2	-5	-2	-3	81*	/	7	5	-4	-1
CC1CC(C)CN(CCOCCSc2ccccc2)C1 (stereo not given)	-1.9	1	0	-1	9	-1	10	0	15	-3
CC1(Cc2ccc(Cl)c(Cl)c2)C(=O)Nc2ccc(S(=O)(=O)NC3CCCCC3)cc21 (stereo not given)	0.6	-6	0	-5	7	/	0	-1	-42	1
CCCCNC(=O)c1nc(C2CCN(S(=O)(=O)c3csc(C(=O)O)c3)CC2)oc1-c1ccccc1	-1.5	-3	1	-6	-21	/	-7	3	-32	-3
CCc1ccc(CCC(=O)N2CCN(S(=O)(=O)c3sc(C(=O)O)c(C)c3C(=O)O)CC2)cc1	0.3	-7	3	-10	-13	7	0	2	1	-1
CC(C)C1=C2CCCCC2NC(=O)N1 (stereo not given)	-3.1	-2	1	5	2	4	1	-1	9	9
CCc1ccc(C(=O)N/N=C/c2cccc3ccccc23)nc1	-3.8	-7	2	7	-13	4	-4	-1	-2	0
Cn1cnnc1SCc1ccc(C(=O)N/N=C(\CCC(=O)O)c2ccc(C(C)(C)C)cc2)cc1	-1.5	-5	-2	14	-11	1	1	1	-4	-2
COC(=O)C1=CN(c2ccc3c(c2)OCO3)C(N)=C(C#N)C1c1ccccc1 (stereo not given)	-0.6	-2	-4	3	7	/	-1	-1	1	2
O=C(Nc1ccc2ccccc2n1)C1CCCCC1	1.2	-2	1	1	0	/	-9	-1	-11	3
COC(=O)c1ccc(CSc2nnc(NC(=O)c3cc4c(s3)CCCC4)s2)cc1	2.3	-3	5	-10	-14	-2	-2	0	-22	4
O=C1CC2C(CCC23OCCO3)c2ccc3ccccc3c21 (stereo not given)	2.7	2	2	-1	8	-4	-6	-2	2	4
CC1CCN(CCNC(=O)CN(C)S(=O)(=O)c2cccc3nsnc23)CC1	-0.4	-13	1	-6	-5	8	1	3	3	0
CCOc1ccc(C2CC(c3ccccc3C)n3ncnc3N2)cc1 (stereo not given)	-1.1	0	3	4	2	7	-3	5	-11	0
O=C(CN1CCCCCC1)Nc1ccc(Br)cc1	1.1	0	-15	7	4	-6	6	2	-4	-5
COc1ccc(NC(=O)CSc2nnc(-c3cccs3)n2N)cc1S(N)(=O)=O	2.2	-3	2	1	3	2	-7	-3	0	13
Cc1ccnc2nc(C(=O)OCC(=O)c3ccc(Cl)cc3)nn12	-0.2	2	0	1	2	-4	3	1	-3	0
O=C(O)CCc1ccc(-c2ccc(Br)cc2)o1	29*	6	-3	4	7	0	5	5	1	62*
Cc1cccnc1NC(=S)Nc1ncccc1C	-2.9	1	0	4	-8	2	-4	4	-5	-6
CCC(=O)Nc1c(C)cc(C)cc1Cl	0.2	2	2	2	0	4	4	1	5	-1
CCc1nc2c(c(SC)nn2-c2ccccc2)c(N)c1C(=O)OC	-1.7	-10	-4	-5	1	2	0	2	0	-2
CCCc1c(-c2ccc(F)cc2F)ncn1Cc1cccc(-c2ccccc2)c1	-1.2	-7	0	-9	-15	/	-2	8	-7	0
CC(=O)Nc1cccc(NC(=O)CSc2nccn2Cc2ccccc2)c1	0.6	-2	1	0	-7	3	3	5	4	-1
CCOc1ccccc1N1CCN(C2=C(NS(=O)(=O)c3cccs3)C(=O)c3ccccc3C2=O)CC1	-1.4	7	-6	12	5	63*	1	2	48*	-1
Cc1cccn2c(=O)nc(SCC(=O)N3CCOCC3)nc12	-0.1	14	-2	2	6	-1	-3	4	0	2
O=C(Cn1ccc(NC(=O)OCc2ccccc2)nc1=O)NCC1CCCO1 (stereo not given)	-6.3	-5	0	18*	-8	0	8	4	7	-2
Cc1ccc2cc(NC(=O)Cc3ccccc3)ccc2n1	-1.4	-9	0	-8	16	/	2	4	-8	-4
O=C(c1ccc2c(=O)n3c(nc2c1)CCCCC3)N1CCN(c2ccc(Cl)cc2)CC1	-0.7	1	2	-6	3	-16	1	-4	-2	1
COCCN(CC(=O)Nc1cccc(C)c1C)C(=O)Cc1cccs1	-1.0	-3	-3	5	1	6	1	3	8	-6
CC(=O)NNC(=O)c1sc(=S)n(C)c1C	0.1	1	3	-1	-10	-3	10	22*	1	2
Cc1cc(O)c(C(C)C)cc1NC(=S)Nc1cc(C(C)C)c(O)cc1C	-0.7	-1	3	5	-6	-2	-5	-3	-16	2
CCOC(=O)CNC(=O)CSc1nnc(Cn2c(=O)sc3ccccc32)n1-c1ccccc1C	1.9	6	-3	3	6	3	0	-1	-1	0
CN(CC(=O)O/N=C(\N)c1ccccn1)S(=O)(=O)c1ccc(Br)cc1	-0.2	5	-3	8	15	-1	-6	-3	-5	-1
Cc1ccc(NC(=O)CCN2C(=O)C3C4CCC(C4)C3C2=O)cc1Cl (stereo not given)	-0.7	-6	-2	3	3	0	7	2	-8	1
N#Cc1ccc(Oc2ccc(C#N)c(C#N)c2)cc1C#N	0.7	-1	2	-2	2	1	-3	-1	6	1
CC(C)(C)c1nc2c(s1)CCc1onc(-c3ccc(Cl)cc3)c1-2	1.5	3	-6	5	6	-2	-1	2	-5	-3
O=C(CCC1N=C2c3ccccc3N=C(SCc3ccccc3Cl)N2C1=O)NCc1ccco1 (stereo not given)	-0.5	0	-1	-9	-5	-15	0	3	-5	3
CC(NC(=S)Nc1ccccc1C(F)(F)F)C1CC2CCC1C2 (stereo not given)	0.5	0	3	-6	-9	-13	-3	3	-14	9
CCCCN(C(=O)/C=C/c1ccco1)c1c(N)n(Cc2ccccc2)c(=O)[nH]c1=O	-0.9	-7	-3	2	-7	1	-3	2	-8	-1
COc1cc(C2C(C#N)=C(N)Oc3cc(C)n(CC4CCCO4)c(=O)c32)cc2c1OCO2 (stereo not given)	-0.2	-4	2	2	1	-1	-1	-1	0	-2
Cc1ccc(CNC(=O)C2CCCN(S(=O)(=O)c3c(C)noc3C)C2)cc1 (stereo not given)	-1.8	1	1	1	-10	-5	-1	-2	-5	-2
COc1ccc(C2CC2/C(=N/O)c2ccccc2)cc1 (stereo not given)	1.9	-4	-2	2	3	-11	5	1	-7	3
O=C(COc1ccccc1)Nc1ccccc1N1CCN(c2ccccc2)CC1	0.1	2	0	-3	-6	2	-1	-5	-2	2
CCC(=O)N(Cc1ccco1)c1nc(-c2ccc(OC)cc2)cs1	0.4	-11	-4	8	-8	-2	6	2	1	1
Cc1ccc(S(=O)(=O)N2CCN(C(=O)CN3CCOCC3)C2)cc1	0.8	4	-1	6	10	2	0	0	-4	3
COc1ccc(N2CCN(C(=O)c3[nH]c4ccc(OC)cc4c3C)CC2)cc1	-1.2	-1	0	10	3	4	-3	-3	0	6
O=C(O)C1CCCCC1C(=O)NCCc1c[nH]c2ccccc12 (stereo not given)	-1.8	3	0	1	-7	6	8	-2	3	-2
Clc1ccc(-c2nnc(C3CC3)o2)cc1	-3.1	5	5	-7	-6	-2	4	-5	6	2
